M. tuberculosis – growth inhibition of non-replicating M. tuberculosis (AID 488890) | Mycobacterium tuberculosis non-replicating, growth inhibition; higher % means a stronger effect | actives 0.39% (n = 320,000) | inhibition, % at 25 µM; hits with a dose series show IC50 in µM; in the data active means a potency from the dose series; inconclusive means inhibition mostly from about 82% at the one dose, without a potency; inactive means the rest, 99 in 100 with inhibition below about 76%;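 further: plate controls were DMSO cells for no effect and high antibiotic wells for full effect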
H37Rv inhibition – M. tuberculosis growth inhibition, HTS (AID 449762) | actives 0.59% (n = 330,000) | one-dose inhibition, % at 25 µM; IC50 in µM for titrated hits | M. tuberculosis H37Rv growth inhibition, 7H9 media; higher % means a stronger effect; in the data active means a potency from the dose series; inconclusive means inhibition above about 70% without an active follow-up result;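 further: bacterial growth assessed after seven days of incubation; strong numbers were not always called active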
influenza NS1A – NS1A inhibition, H1N1 influenza, cell based functional assay (AID 504329) | NS1A functional cell-based assay, percent inhibition; higher % means a stronger effect | inhibition, % at 12.5 µM; hits with a dose series show IC50 in µM | actives 0.3% (n = 340,000); in the data active means a potency from the dose series; inconclusive means inhibition above about 27% without an active follow-up result; further: strong numbers were not always called active
inhibitors of VEEV – inhibitors of VEEV TC-83 cytopathic effect, confirmation, Vero cells (AID 588727); actives 0.13% (n = 350,000); inhibition, % at 20 µM, or IC50 in µM where a hit was titrated; Vero cells, VEEV TC-83 cytopathic effect inhibition; higher % means a stronger effect; in the data active means a potency from the dose series; inconclusive means inhibition mostly from about 14% at the one dose, without a potency; inactive means the rest, 99 in 100 with inhibition below about 12%; further: strong numbers were not always called active
Salmonella PhoP GFP – Inhibition of PhoP regulon, Salmonella typhi GFP reporter cells, confirmation, 4 h (AID 1850); actives 0.33% (n = 310,000); inhibition, % at 50 µM, or IC50 in µM where a hit was titrated; Salmonella Typhi PhoP-promoter GFP reporter, fluorescence, 4 h; higher % means a stronger effect; in the data active means a potency from the dose series; inconclusive means inhibition mostly from about 25% at the one dose, without a potency; inactive means the rest, 99 in 100 with inhibition below about 19%;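 further: 0% = induced wells with vehicle and 100% = uninduced wells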
inhibitors of VEEV 10K pilot screen – recorded beside inhibitors of VEEV, whose call it bears; inhibition, %; measured here: 10K pilot screen inhibition
The depositor's hits bear a star; i = inactive; ? = inconclusive; . = not tested or not shown.

The opening 2 records, ahead of the listing:
SMILES | M. tuberculosis | H37Rv inhibition | influenza NS1A | inhibitors of VEEV | Salmonella PhoP GFP | others
COC(=O)C1=C(c2ccc(OC)c(OC)c2)C[C@@H]2CC[C@H]1N2C(=O)NCCOc1ccccc1 | -20% | -6% | 11% | 0.0% | .
CC(C)Oc1ccc(N2CC(C(=O)Nc3ccccc3C(=O)NC3CC3)CC2=O)cc1 (configuration not stated) | -14% | -3% | -2% | 8.3% | 4%

Main list, from the first entry:
SMILES | M. tuberculosis | H37Rv inhibition | influenza NS1A | inhibitors of VEEV | Salmonella PhoP GFP | others
COC(=O)C1=C(c2ccc(OC)c(OC)c2)C[C@@H]2CC[C@H]1N2C(=O)NCCOc1ccccc1 | -20% | -6% | 11% | 0.0% | .
CC(C)Oc1ccc(N2CC(C(=O)Nc3ccccc3C(=O)NC3CC3)CC2=O)cc1 (configuration not stated) | -14% | -3% | -2% | 8.3% | 4%
Cc1cc(Cl)ccc1NNC(=O)c1cccs1 | i | ? | 11% | 2.4% | 3%
CN(C)c1ccc(NC(=S)NC23CC4CC(CC(C4)C2)C3)cc1 | ? | -14% | 10% | 2.0% | 7%
O=C1COc2ccc(S(=O)(=O)NCc3ccccc3)cc2N1 | -10% | -7% | -6% | 0.1% | -6%
COc1ccc2c(c1OC)C(=O)O[C@@H]2[C@H]1c2c(cc3c(c2OC)OCO3)CCN1C | 9% | -4% | -6% | 0.2% | -3%
COc1c(OC2OC(C(=O)O)C(O)C(O)C2O)cc(O)c2c(=O)cc(-c3ccccc3)oc12 (configuration not stated) | -9% | -1% | 3% | 1.6% | -7%
O=C(O)c1ccccc1N/C=C\[N+](=O)[O-] | 1% | 0% | 2% | 0.3% | 6%
CCCCS(=O)(=O)N1CCCC(C(=O)N2CCOCC2)C1 (configuration not stated) | -9% | 2% | -4% | i | 1%
Cn1nccc1C(=O)Nc1sc2c(c1C(N)=O)CCCC2 | 15% | 12% | -3% | 1.9% | 5%
Cc1cc(Br)cc(Cl)c1OCC(=O)NC(=O)NCc1ccccc1 | 10% | 3% | 3% | i | -6%
CCN(CC(=O)NCc1cccs1)c1ccc(S(=O)(=O)N2CCN(C)CC2)cn1 | 14% | 1% | 2% | i | -1%
COc1ccc(C(=O)NC(C)c2nnc(SCC(=O)NC3CCCC3)n2C)cc1 (configuration not stated) | -7% | -6% | 8% | 0.5% | 3%
Fc1ccc(Nc2cccc3nccnc23)cc1 | 51% | 8% | 3% | 1.6% | -9%
O=C1N[C@@H](Cc2c[nH]c3ccccc23)COC(=O)[C@@H](Cc2ccc(F)cc2)CC/C=C/C[C@@H]1CC(=O)N(CCO)Cc1ccccc1 | 60% | -1% | -15% | 7.8% | .
CC(C)(C)c1ccc(C(=O)Nc2cccc(S(=O)(=O)NC3=NCCC3)c2)cc1 | 18% | 5% | -7% | 6.5% | .
CCc1ccc(S(=O)(=O)Nc2nnc(N)s2)cc1 | 38% | 2% | 10% | i | 16%
COc1ccc(OCc2nc3ccc(S(=O)(=O)Nc4ccccc4Cl)cc3[nH]2)cc1 | 11% | 5% | 1% | 2.0% | -18%
Cc1nnc2c(NC(C)C)nc3ccccc3n12 | 1% | -5% | -22% | 11% | 1%
COc1cccc(C(C)NC(=O)c2c(F)cccc2Cl)c1 (configuration not stated) | 1% | 1% | -2% | 1.6% | -3%
CCOC(=O)C1[C@H]2C(=O)N(CCCOC)C[C@]23C=C[C@H]1O3 (some centres not stated) | -1% | -8% | -3% | 3.1% | -13%
C[C@]12c3[nH]c4ccc(Cl)cc4c3CCN1C(=O)[C@@H](CC(=O)NCc1ccco1)C[C@@H]2C(=O)N1CCOCC1 | . | . | -11% | i | .
COc1ccc(CN2CCNC(=O)C2CC(=O)NCc2csc(C(C)C)n2)c(OC)c1 (configuration not stated) | 16% | -3% | . | . | -9%
Clc1ccc(OCCCCSc2ncccn2)cc1 | 74% | 6% | -3% | 5.4% | -5%
CSc1ccccc1OCc1cc(C(=O)N2CCN(c3ccccc3)CC2C)no1 (configuration not stated) | 23% | 20% | -3% | 9.0% | 2%

Brought forward from above: seven compounds; new compounds follow.
SMILES | M. tuberculosis | H37Rv inhibition | influenza NS1A | inhibitors of VEEV | Salmonella PhoP GFP | others
Cc1nnc2c(NC(C)C)nc3ccccc3n12 | 1% | -5% | -22% | 11% | 1%
COc1cccc(C(C)NC(=O)c2c(F)cccc2Cl)c1 (configuration not stated) | 1% | 1% | -2% | 1.6% | -3%
CCOC(=O)C1[C@H]2C(=O)N(CCCOC)C[C@]23C=C[C@H]1O3 (some centres not stated) | -1% | -8% | -3% | 3.1% | -13%
C[C@]12c3[nH]c4ccc(Cl)cc4c3CCN1C(=O)[C@@H](CC(=O)NCc1ccco1)C[C@@H]2C(=O)N1CCOCC1 | . | . | -11% | i | .
COc1ccc(CN2CCNC(=O)C2CC(=O)NCc2csc(C(C)C)n2)c(OC)c1 (configuration not stated) | 16% | -3% | . | . | -9%
Clc1ccc(OCCCCSc2ncccn2)cc1 | 74% | 6% | -3% | 5.4% | -5%
CSc1ccccc1OCc1cc(C(=O)N2CCN(c3ccccc3)CC2C)no1 (configuration not stated) | 23% | 20% | -3% | 9.0% | 2%
COc1ccc(CCC(=O)NC(C)c2ccccc2)cc1OC (configuration not stated) | -11% | -5% | 15% | i | -4%
Cc1cc(Cl)ccc1OCC(=O)N1CC(C)CC(C)C1 (configuration not stated) | 76% | -4% | 2% | 2.2% | -1%
Cc1c(NC(=O)NCc2ccccc2)c(=O)n(-c2ccccc2)n1C | 9% | 5% | 1% | 0.3% | -5%
Cc1nc2ccc(C(=O)N3CCSCC3)cc2s1 | -25% | -6% | -18% | 1.3% | 9%
O=C(c1ccc(-c2nc3ccccc3s2)s1)N1CCOCC1 | -4% | 12% | . | . | 7%
COC(OC)c1ccc(C#N)c(SCc2ccccc2)n1 | 5% | -2% | . | i | 7%
COc1cc(OC)c(-c2c3cc(O)c(=O)cc-3oc3cc(O)c(O)cc23)cc1OC | 71% | 42% | 42µM* | 0.2% | -3%
C/C(=N\NC(=O)c1ccc(N(C)C)cc1)c1ccc(C)cc1C | 3% | -11% | -3% | 1.3% | -1%
Cc1noc(C)c1S(=O)(=O)N1CCCC(C(=O)N2CCc3ccccc3C2)C1 (configuration not stated) | 12% | -5% | 2% | i | -4%
O=C(COc1ccc(Cl)cc1Cl)Nc1ccc(CN2CCCCC2)cc1 | 31% | 1% | 5% | 1.2% | 12%
CCCCCC(=O)Nc1c(-c2ccc(OC)cc2)c(=O)c2ccccc2n1C | -9% | 5% | 7% | i | -8%
CN(C)c1ccc(Nc2nc(-c3cccnc3)cs2)cc1 | -2% | -4% | 21% | i | -9%
O=S(=O)(c1ccc(F)cc1)N1CN2CCN(C2)C1 | 17% | -2% | 0% | 0.1% | 16%
CCOc1ccc(/C=N/NC(=O)c2nnn(-c3nonc3N)c2-c2cccs2)cc1 | -16% | 3% | -5% | 2.8% | -4%
O=[N+]([O-])c1cc(-c2nc(-c3ccncc3)no2)cc([N+](=O)[O-])c1 | 1.6µM* | 3.6µM* | 5% | 2.0% | 5%
CCN(CC)C(=O)Cn1cc(C(=O)C(=O)NCc2cccs2)c2ccccc21 | 9% | 4% | 1% | 1.7% | 1%
C=CCSc1nc(N2CCOCC2)c2c(c1C#N)CC(C)(C)N(C)C2 | -3% | -15% | -8% | i | -11%
CC(NC(=O)c1ccco1)c1nc(-c2ccccc2Cl)no1 (configuration not stated) | 2% | -6% | 1% | 2.5% | -6%
O=C1CC(N2CCN(c3ccccc3F)CC2)C(=O)N1c1ccc2c(c1)OCCO2 (configuration not stated) | -5% | -5% | 13% | 7.1% | 2%
COc1ccccc1C(CNc1ccc(S(=O)(=O)N2CCCC2)cc1[N+](=O)[O-])N(C)C (configuration not stated) | 1% | -12% | -1% | 2.0% | -2%
O=C1c2ccccc2C(=O)N1CCSc1nnc(-c2ccco2)n1Cc1ccccc1 | 10% | -1% | -5% | 1.8% | -4%
CCOC(=O)c1ccc(N/C=C2/CCCC(C)C2=O)cc1 (configuration not stated) | 75% | ? | 3% | 0.8% | -2%
O=[N+]([O-])c1cccnc1N/N=C/c1ccccc1O | 2.9µM* | ? | -3% | 8.5% | 0%
O=C(COc1ccc2ccc(=O)oc2c1)NCC(O)c1ccccc1 (configuration not stated) | -8% | -6% | 0% | 2.3% | 7%
Cc1ccc(NC(=O)NC(=O)N(C2CCCCC2)S(=O)(=O)c2ccccc2)cc1 | -2% | 5% | -9% | 1.1% | -6%

New compounds follow
SMILES | M. tuberculosis | H37Rv inhibition | influenza NS1A | inhibitors of VEEV | Salmonella PhoP GFP | others
O=C(Cc1ncc(C(F)(F)F)cc1Cl)NCc1ccco1 | 39% | 6% | 3% | 1.2% | -13%
CC(C)(C)c1ccc(C(=O)NCc2nnc(SCC(=O)NC3CCCC3)o2)cc1 | ? | 2% | 8% | 0.3% | -2%
NC(=O)COC(=O)CCCc1nc2ccccc2s1 | 6% | -22% | 4% | 1.7% | 6% | inhibitors of VEEV 10K pilot screen=1.1
COc1ccc(/C=C(\NC(=O)c2ccccc2)C(=O)OC[C@@H]2CCC[N+]3(C)CCCCC23)cc1OC (some centres not stated) | 12% | 1% | -5% | 0.5% | -50%
COc1cc(C(=O)NC2CCN(CC(=O)NC3CCCCC3)CC2)cc(OC)c1OC | -18% | -5% | 4% | 3.5% | 6%
CC(=O)Nc1ccc(C2=NN(CC#N)C(=O)SC2)cc1 | 8% | 5% | 11% | 4.0% | -5%
CCc1ccc(C2CC(=O)NC(SCC(=O)OC(C)C)=C2C#N)cc1 (configuration not stated) | . | -4% | 1% | 2.0% | 4%
Cc1cccc(C)c1OCC(=O)Nc1cccc(S(=O)(=O)N2CCCC2)c1 | -7% | -1% | -13% | 7.8% | -1%
CCCc1nn2c(=O)cc(CSCC(=O)Nc3ccc(F)cc3)nc2s1 | 12% | -1% | 10% | i | -10%
CC(=O)Nc1ccc(N2C(=O)CC(Sc3nccc(C)n3)C2=O)cc1 (configuration not stated) | -6% | -1% | -13% | i | -6%
O=S(=O)(c1cccc(-c2nnc3n2CCCCC3)c1)N1CCCC1 | -4% | 2% | -2% | 1.5% | 9%
O=C(C[n+]1cccc(O)c1)NCc1ccc(Cl)cc1 | -7% | 4% | -28% | i | 0%
CCOC(=O)N1CCN(C(=O)c2cc(C)no2)CC1 | . | -4% | -2% | 0.1% | -11%
CCOC(=O)Nc1ccc(S(=O)(=O)NC2CCCCC2)cc1 | -2% | -5% | 1% | i | -1%
CC(=O)c1cccc(NC(=O)Nc2cccs2)c1 | 0% | -7% | -5% | 10% | 4%
Clc1cccc(-c2csc(Nc3cccnc3)n2)c1 | 1% | 0% | 0% | 6.6% | 8%
CCC(Oc1ccccc1)C(=O)Nc1nc2c(s1)C(=O)CC(C)(C)C2 (configuration not stated) | 8% | -2% | -2% | 3.5% | -6%
COc1ccc(OC(C)C(=O)N2CCc3ccccc3C2)cc1 (configuration not stated) | 15% | -8% | 5% | 2.9% | 2%
COc1ccc(-c2nc(-c3ccc(O)cc3O)cs2)cc1OC | . | . | 13% | 10% | .
COc1ccc(Cl)cc1NC(=S)Nc1ccccc1C | 35% | -2% | -7% | 5.3% | 1%
COC(CN(C)C(=O)c1ccc(CS(=O)(=O)c2ccccc2C)o1)OC | -14% | 1% | -4% | 0.7% | 6%
CC1CN(C(=O)CCC(=O)NCc2ccccc2)c2cc(Cl)ccc2O1 (configuration not stated) | -6% | -8% | 6% | 1.1% | 5%
Cc1cc(NC(=O)Cn2cc(C(F)(F)F)cc(Cl)c2=O)no1 | -4% | 3% | -1% | i | -7%
CN(C)CCOC(=O)NC12CC3CC(CC(C3)C1)C2 | 4% | 2% | -2% | i | -2%
CC(C)(C)NC(=O)Cn1c(=O)c(=O)n(Cc2ccccc2)c2ccc(Cl)cc21 | 15% | 5% | -6% | i | 8%

(continued)
SMILES | M. tuberculosis | H37Rv inhibition | influenza NS1A | inhibitors of VEEV | Salmonella PhoP GFP | others
CCOC(=O)c1cc(C)nn1-c1nc(Cl)cc(OC)n1 | -15% | 8% | -5% | 1.2% | 10%
CC1(C)CC(=O)C(C=Nc2cccnc2/N=C/C2=C(O)CC(C)(C)CC2=O)=C(O)C1 | -6% | -5% | 9% | 1.1% | 6%
CCN(CC)CCCNC(=S)N1CCN(c2nc(-c3ccccc3)cs2)CC1 | 25% | 7% | 26% | ? | -8%
Cc1nn(C)c(C)c1S(=O)(=O)N1CCCC(C(=O)NC2CCCCCC2)C1 (configuration not stated) | 2% | -5% | 1% | 0.3% | 9%
CC(C)(C)c1[nH]nc2c1C(c1ccccc1OC(=O)N1CCOCC1)C(C#N)=C(N)O2 (configuration not stated) | 7% | 4% | 3% | 1.4% | -7%
CCCNC(=S)N1CCCC(c2nc3ccccc3[nH]2)C1 (configuration not stated) | 20% | 2% | -7% | 2.1% | 10%

Source: PubChem (Southern Research Specialized Biocontainment Screening Center)
